# Compound activity as filed in PubChem BioAssay.
# ULK1 primary: inhibitors of human ULK1 kinase; O75385; AlphaScreen Atg13 phosphorylation by ULK1, luminescence; inhibition, % at 5.96 µM; 30,000 compounds, 1.9% hits; AID 1259251; in the data active = inhibition above about 43%;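 note: 0% = median of compound wells and 100% = no enzyme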
# ASK1 inh: human ASK1 kinase inhibition, primary screen | AlphaScreen MKK6 phosphorylation by ASK1, luminescence | inhibition, % at 7.44 µM | 22,000 compounds, 0.99% hits | AID 1159602; in the data active = inhibition above about 35%;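 note: 0% = median of compound wells and 100% = no enzyme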
# Target sequence (Q99683 whole entry, looked up): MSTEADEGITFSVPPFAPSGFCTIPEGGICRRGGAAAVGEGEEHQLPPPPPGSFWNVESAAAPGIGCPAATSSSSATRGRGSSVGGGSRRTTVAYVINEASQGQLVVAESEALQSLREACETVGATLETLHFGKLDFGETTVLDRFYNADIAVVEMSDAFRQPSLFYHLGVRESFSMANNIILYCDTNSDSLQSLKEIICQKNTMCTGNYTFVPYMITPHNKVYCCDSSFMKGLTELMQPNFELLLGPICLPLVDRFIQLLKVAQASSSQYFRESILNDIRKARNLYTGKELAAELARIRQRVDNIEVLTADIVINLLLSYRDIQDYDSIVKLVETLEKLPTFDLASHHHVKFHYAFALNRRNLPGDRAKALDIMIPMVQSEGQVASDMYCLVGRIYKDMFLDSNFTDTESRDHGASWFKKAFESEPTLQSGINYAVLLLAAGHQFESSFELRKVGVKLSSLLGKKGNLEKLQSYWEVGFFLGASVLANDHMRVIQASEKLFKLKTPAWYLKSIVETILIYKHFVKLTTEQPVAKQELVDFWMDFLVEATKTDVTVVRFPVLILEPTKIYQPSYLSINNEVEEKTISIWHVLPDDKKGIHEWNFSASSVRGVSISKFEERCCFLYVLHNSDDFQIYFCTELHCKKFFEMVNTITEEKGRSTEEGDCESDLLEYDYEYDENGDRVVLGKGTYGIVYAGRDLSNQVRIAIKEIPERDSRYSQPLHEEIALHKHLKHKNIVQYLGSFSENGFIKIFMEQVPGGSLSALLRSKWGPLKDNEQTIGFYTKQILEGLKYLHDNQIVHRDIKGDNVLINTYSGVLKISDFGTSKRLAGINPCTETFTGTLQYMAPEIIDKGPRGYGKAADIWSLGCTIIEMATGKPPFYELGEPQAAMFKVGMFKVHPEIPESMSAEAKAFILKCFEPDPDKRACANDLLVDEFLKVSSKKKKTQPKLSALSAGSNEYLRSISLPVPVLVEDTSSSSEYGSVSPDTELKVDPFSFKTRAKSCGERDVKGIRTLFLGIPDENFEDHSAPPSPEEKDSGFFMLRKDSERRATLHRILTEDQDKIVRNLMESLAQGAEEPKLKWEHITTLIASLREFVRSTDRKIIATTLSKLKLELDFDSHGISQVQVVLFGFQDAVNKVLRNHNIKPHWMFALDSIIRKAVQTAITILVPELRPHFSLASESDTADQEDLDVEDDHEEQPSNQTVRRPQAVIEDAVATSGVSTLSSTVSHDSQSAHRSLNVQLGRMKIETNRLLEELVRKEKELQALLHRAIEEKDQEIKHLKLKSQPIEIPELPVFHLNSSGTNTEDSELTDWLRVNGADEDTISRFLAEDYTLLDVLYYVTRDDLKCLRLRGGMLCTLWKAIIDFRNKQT
# Starred values were filed as active, the others as inactive; / = not tested or not shown; & = joins results of further samples. Compounds as they come, and some 3% of all compounds hit somewhere here.
# Every second line gives: ULK1 primary, ASK1 inh
O=C(NNC(=O)C1CCCN(S(=O)(=O)c2ccc3ccccc3c2)C1)C1CC1 (stereo unspecified)
    -25, 4
NC(=O)c1ccc(-c2nc(N)c3ncn(CCN4CCCC4=O)c3n2)cc1
    -12, -20
CC(=O)Nc1ccc(Nc2nc(-c3cccc(N)c3)nc3nc[nH]c23)cc1
    11, 15
Nc1nc(NCc2cccc(C(F)(F)F)c2)cc(-c2cccs2)n1
    -17, 2
COc1cccc(CCC(=O)NC2CCNC(=O)c3[nH]ccc32)c1 (stereo unspecified)
    10, -10
c1ccc(Oc2ccc(Nc3nc(-c4ccccc4)nc4c3ncn4C3CCCCC3)cc2)cc1
    10, 15
Cc1cnc(-c2ccccc2)nc1NCCc1ccc(O)cc1
    -2, 5
O=C(c1ccc2[nH]ncc2c1)N1CCN(C(=O)C(O)c2ccc(Br)cc2F)CC1 (stereo unspecified)
    0, -10
Clc1nccc(Nc2ccccc2)n1
    -5, -24
COc1ccc(-c2cccc(C(=O)NCc3cccnc3)n2)cn1
    16, -3
O=C(NC1CC1)c1ccc(-c2nc3ncnc(NCCO)c3[nH]2)cc1
    3, 2
COc1cc(NC(=O)c2cccc(-n3cc(NC(=O)Cc4ccc(F)c(C(F)(F)F)c4)cn3)c2)ccc1N1CCOCC1
    -8, -1
Cc1cc(NCCO)nc(Oc2ccccc2)n1
    -8, -14
CN1CCN(C(=O)c2ccc(-c3nc(NCCOc4ccccc4)c4ncn(C5CCCCC5)c4n3)cc2)CC1
    19, 0
COc1ccc(C(=O)NC2CCCCC2)cc1[N+](=O)[O-]
    6, /
Nc1nc(NCc2cccnc2)cc(Nc2ccccc2)n1
    2, 5
Fc1ccc(-c2cnc(N3CCCC3)nc2)cc1
    4, /
Cn1nccc1Nc1cc(Nc2ccc3c(c2)OCO3)ncn1
    18, 11
CN(C)c1cccc(Nc2ncc(C(=O)NCc3cccc(C(F)(F)F)c3)s2)c1
    15, 16
O=C(NCCCN1CCCC1=O)c1cccc(N2CCc3ccccc3C2)c1
    -5, -2

# Single records, as listed above.
# Nc1nc(NCc2cccnc2)cc(Nc2ccccc2)n1 reads ULK1 primary: 2; ASK1 inh: 5
# Cc1cnc(-c2ccccc2)nc1NCCc1ccc(O)cc1 reads ULK1 primary: -2; ASK1 inh: 5

# The main list resumes with the 6 entries that preceded the break.
# Every second line gives: ULK1 primary, ASK1 inh
COc1ccc(C(=O)NC2CCCCC2)cc1[N+](=O)[O-]
    6, /
Nc1nc(NCc2cccnc2)cc(Nc2ccccc2)n1
    2, 5
Fc1ccc(-c2cnc(N3CCCC3)nc2)cc1
    4, /
Cn1nccc1Nc1cc(Nc2ccc3c(c2)OCO3)ncn1
    18, 11
CN(C)c1cccc(Nc2ncc(C(=O)NCc3cccc(C(F)(F)F)c3)s2)c1
    15, 16
O=C(NCCCN1CCCC1=O)c1cccc(N2CCc3ccccc3C2)c1
    -5, -2
CN(C)C(=O)c1ccc2c(c1)CC(c1nc3ccc(-c4ccnc(N)n4)cc3[nH]1)CO2 (stereo unspecified)
    1, 13
COc1ccc(-c2cncc(C(=O)NC3CC3)c2)cn1
    -4, 1
O=C(Nc1cnn(-c2cccc(C(=O)Nc3ccc(-n4cncn4)cc3)c2)c1)Nc1ccccc1Cl
    -3, -29
CCc1cc(=O)[nH]c(-n2nc(C)cc2NC(=O)CC2CCCC2)n1
    3, /
O=C1CCCN1CCn1cnc2c(NCCOc3ccccc3)nc(-c3ccc(N4CCOCC4)nc3)nc21
    -7, 2
CN(C)c1cccc(Nc2cccc(C(=O)NCCN3CCOCC3)n2)c1
    8, -1
O=C1CCCN1CCCNc1nc(Nc2ccccn2)nc2nc[nH]c12
    15, -11
O=C(NCc1cccc(C(F)(F)F)c1)c1ccnc(NCc2cccnc2)c1
    -10, -25
CC(=O)Nc1ccc(NC(=O)c2ccnc(NCc3ccc4c(c3)OCO4)c2)cc1
    9, 16
CC(C)n1c(Nc2ccc3ncccc3c2)nc2c(NC3CC3)ncnc21
    26, 7
CCCCN(C)C(=O)C1CCN(Cc2ccccc2O)CC1
    -7, /
Cc1cccc(COC(=O)Nc2ccc(-c3cn[nH]c3)cc2OCCN2CCCC2)c1
    -8, 2
O=C(NCC(O)c1ccc(Cl)cc1)c1ccn(-c2ccc3[nH]ncc3c2)c1 (stereo unspecified)
    -11, -2
CCN(CC)C(=O)C1CCCN(c2nc(NCCOc3ccccc3)c3ncn(Cc4ccc(C(F)(F)F)cc4)c3n2)C1 (stereo unspecified)
    -2, 10
Cc1cncc2c(S(=O)(=O)N3CC[C@@H](NC(=O)C(O)c4ccc(Br)cc4)C3)cccc12 (stereo partly specified)
    -6, 14
O=C(NC1CCN(Cc2ccccc2)CC1)c1cccc(-c2ccc(N3CCOCC3)nc2)c1
    -6, -27
Cn1c(Nc2cc(Nc3ccccc3)ncn2)nc2ccccc21
    3, -3
FC(F)(F)c1cccc(CNc2nc(N3CCC(N4CCOCC4)CC3)nc3c2ncn3-c2ccsc2)c1
    -17, 16
COc1cc(Nc2ccc(N3CCC(C(=O)Nc4ccc(N5CCOCC5)cc4)CC3)nn2)cc(OC)c1OC
    29, 18
Clc1nc(NCCN2CCOCC2)c2ncn(-c3ccsc3)c2n1
    3, -4

# Following part
# Every second line gives: ULK1 primary, ASK1 inh
OCCNc1nc(Nc2cnccn2)nc2c1ncn2-c1ccsc1
    13, -3
FC(F)(F)c1ccc(Cn2cnc3c(Nc4ccc5c(c4)OCO5)nc(N4CCN(c5ccccn5)CC4)nc32)cc1
    12, 51*
Cc1nn(C)c(C)c1-c1nc(NCCO)c2ncn(-c3ccccc3)c2n1
    6, -6
CCC(=O)Nc1ccc(NC(=O)COc2ccc(Br)cc2)cc1C
    -10, /
CC(=O)OC1(C(C)=O)CCC2C3CC(C)C4=CC(=O)C=CC4(C)C3(F)C(O)CC21C (stereo unspecified)
    -6, /
COCCNC(=O)CN(c1ccccc1)S(=O)(=O)c1ccccc1[N+](=O)[O-]
    1, /
CCCn1cc(NC(=O)c2cc(-c3ccccc3O)no2)cn1
    -5, -6
Cc1cc(NCCOc2ccccc2)nc(NCCN2CCOCC2)n1
    10, 3
c1ccc(OCCNc2ccnc(Nc3cccnc3)n2)cc1
    7, -8
CCCNC(=O)c1csc(Nc2ncccn2)n1
    13, -6
O=C(NC1CC1)c1csc(NC2CCN(Cc3ccccc3)CC2)n1
    5, -19
CCN(CC)C(=O)C1CCCN(c2nc(Nc3ccc(N4CCOCC4)cc3)c3ncn(C4CCCCC4)c3n2)C1 (stereo unspecified)
    18, 20
OC(CN1CCCC(N2CCc3ccccc32)C1)c1ccccc1 (stereo unspecified)
    -3, -8
Nc1cccc(-c2cncc(C(=O)Nc3ccccc3)c2)c1
    -8, -18
COc1cc(Nc2nc(N3CCN(Cc4ccc5c(c4)OCO5)CC3)nc3nc[nH]c23)cc(OC)c1OC
    -33, 11
OCc1cc(C(O)CNCCCCCCOCCCCc2ccccc2)ccc1O (stereo unspecified)
    -3, /
Cn1c([N+](=O)[O-])cnc1COC(N)=O
    3, /
O=C(NCc1cccc(C(F)(F)F)c1)C1CCN(c2ccc(Nc3cnccn3)nn2)CC1
    -10, -9
FC(F)(F)c1ccc(Cn2cnc3c(Nc4ccc(N5CCOCC5)cc4)nc(-c4ccc(N5CCOCC5)nc4)nc32)cc1
    -4, 5
N#Cc1cc(-c2ccnc(Nc3ccc(N4CCOCC4)cc3)n2)cc(N2CCNCC2)c1
    78*, 35

# Additional structures follow:
# Every second line gives: ULK1 primary, ASK1 inh
CN1CCN(C(=O)c2ccc(-c3cccc(C(N)=O)n3)cc2)CC1
    -2, -14
CC(C)n1c(-c2ccc(C(=O)N3CCN(C)CC3)cc2)nc2c(Nc3ccc(Oc4ccccc4)cc3)ncnc21
    -18, -9
CCN(CC)c1nc(Nc2ccccc2)nc(NC2CC2)n1
    -5, 0
CCc1nnc(NC(=O)COc2ccc3ccccc3c2)s1
    8, /
COc1ccc(NCc2ccc(C(=O)O)o2)cc1
    10, /
Cc1ccc(CNC(=O)COc2cccc3ccc(N4CCCCC4)nc23)cc1
    -1, /
C[C@H]1CN(Cc2ccccc2)[C@H](c2ccccc2)C2=CCCO[C@H]21
    10, -8
O=C(NCCN1CCOCC1)c1cccc(Nc2nccc3ccccc23)n1
    -2, -20
CC(=O)Nc1ccc(NC(=O)c2cnc(NC3CCC(O)CC3)s2)cc1 (stereo unspecified)
    -1, 1
NC(=O)c1ccc(-c2nc(N)c3ncn(C4CCCCC4)c3n2)cc1
    6, -3
COC(=O)COC(=O)c1sc(=S)n(-c2ccccc2)c1C
    2, /
c1ccc(N2CCN(c3nc(NC4CC4)c4[nH]cnc4n3)CC2)nc1
    -29, 10
CCCNc1nc(-c2ccc(N3CCOCC3)nc2)nc2nc[nH]c12
    4, 17
CCOc1cc([N+](=O)[O-])c([N+](=O)[O-])cc1OC
    11, /
Nc1nc(SCc2cccc(Oc3ccccc3)c2)n[nH]1
    -15, /
OCCNc1nc(Nc2ccc(N3CCOCC3)cc2)nc2c1ncn2-c1ccsc1
    22, 17
Cc1ccnc(-n2c(=O)c3cc4c(=O)n(-c5cc(C)ccn5)c(=O)c4cc3c2=O)c1
    -4, /
O=C(Nc1ccccc1)c1ccc([N+](=O)[O-])cc1[N+](=O)[O-]
    -7, /
COc1ccc(CCNC(=O)c2cccc(N3CCC(N4CCOCC4)CC3)n2)cc1
    7, 11
O=C(NCCN1CCOCC1)c1csc(Nc2ccc(N3CCOCC3)cc2)n1
    7, 2

# Continuation:
compound,ULK1 primary,ASK1 inh
COc1ccc(-c2nc(Nc3ccc(NC(C)=O)cc3)c3cc(OC)c(OC)cc3n2)cc1,-24,11
O=C(Nc1cc(-c2ccncc2)c[nH]c1=O)C1CC1,9,-11
CCN(CC)C(=O)CC1(CC(=O)O)CCCC1,-6,/
Cc1cnc(Nc2cnccn2)nc1Nc1ccccc1,-1,3
CC(=O)c1cccc(-c2ncc(C)c(NCc3cccnc3)n2)c1,-1,-10
Cc1cnc(Nc2cccnc2)cc1Nc1ccccc1C(N)=O,6,1
c1ccc(-c2nccc(NCCN3CCOCC3)n2)cc1,-6,-7
O=C1CCCN1CCCNc1ccnc(NCCN2CCOCC2)n1,4,-22
COc1ccc(CCNC(=O)c2cc(Nc3cccc(N(C)C)c3)nc3ccccc23)cc1,12,8
COc1ccc(-c2ccc(C(=O)Nc3ccc(Oc4ccccc4)cc3)s2)cc1,-12,13

# (listing goes on)
compound,ULK1 primary,ASK1 inh
CC(C)n1cnc2c(NCCc3ccccn3)nc(Nc3ccc(OC(F)(F)F)cc3)nc21,-27,-5
O=C(NCCO)c1cccc(Nc2ccc(-n3ccnc3)cc2)c1,-1,1
CCCOC(=O)c1ccc(NC(=O)C(=O)NCc2ccco2)cc1,2,/
CN(C)CCS(=O)c1cc(-c2cn[nH]c2)ccc1NC(=O)[C@@H]1Cc2cc(F)ccc2CN1 (stereo partly specified),29&27,-2&-48
CC(=O)Nc1ccc(Nc2nc(Nc3nc4ccccc4n3C)nc3nc[nH]c23)cc1,5,14
CC(C)n1cnc2c(NCCc3ccc(O)cc3)nc(-c3ccc(C(=O)N4CCN(C)CC4)cc3)nc21,-12,-10
Cc1cc(OC2CCN(C(=O)Nc3ccncc3)CC2)ncc1Cl,-8,10
CCN1CCCC1CNC(=O)c1ccccc1Cl (stereo unspecified),-1,/
c1ccc(-c2ccnc(NC3CCCCC3)n2)cc1,-6,10
CC(=O)Nc1ccc(NC(=O)c2ccc3nc(-c4ccc(C(=O)NC5CC5)cc4)sc3c2)cc1,3,3

# Next part
compound,ULK1 primary,ASK1 inh
CN(C)CCSc1nc2ccccc2[nH]1,5,/
O=C(NCCc1cccs1)c1ccc2c(c1)CC(c1nc3ccc(-c4cn[nH]c4)cc3c(=O)[nH]1)CO2 (stereo unspecified),22,25
NC(=O)c1ccc(-c2cc(C(=O)NCCCN3CCCC3=O)ccn2)cc1,14,0
NNc1nc(NCc2ccccc2)nc(N2CCOCC2)n1,2,/
CC(C)n1cnc2c(NCc3nc4ccccc4[nH]3)nc(Nc3ccccn3)nc21,25,1
Cc1nc(C)n(-c2ccc(Nc3nccc(-c4noc(C)c4-c4cn[nH]c4)n3)cc2)n1,5,6
O=C(Cc1cn(-c2ccc(Nc3cnccn3)nn2)c2ccccc12)NCc1ccccc1,11,5
CC(=O)c1cccc(-c2nc(C(=O)NCCCN3CCCC3=O)cs2)c1,1,-2
Nc1nc(Nc2ccc(Oc3ccccc3)cc2)cc(-c2cccs2)n1,-45,5
O=C1CCCN1CCCNc1nc(NCCN2CCOCC2)nc2nc[nH]c12,-40,-3

# (next part)
compound,ULK1 primary,ASK1 inh
Cc1cc(NCCN(C(C)C)C(C)C)nc(Nc2nccc3ccccc23)n1,0,-6
c1ccc(CN2CCC(Nc3ccnc(Nc4ccc5ncccc5c4)n3)CC2)cc1,-8,-2
CC(C)n1c(Nc2ccc3ncccc3c2)nc2c(NCc3cccc(C(F)(F)F)c3)ncnc21,-20,-3
COc1ccc(CCNC(=O)c2ccc3nc(Nc4ccc(C(F)(F)F)cc4)sc3c2)cc1,-28,4
COc1ccc(CCNc2cc(C)nc(Nc3cnccn3)n2)cc1,-1,-15
CCNC(=O)c1ccc(COc2cccc3c2OC(C)(C)C3)cc1,-19,/
Cc1nn(C)c(C)c1-c1nc(NCc2cccc(C(F)(F)F)c2)c2ncn(C(C)C)c2n1,-13,-7
Cc1cnc(CNc2ncc(-c3ccc(OC(F)(F)F)cc3)cn2)cn1,8,/
Cc1ncc([N+](=O)[O-])n1CCO,-5,/
CCC1NC(=S)N(Cc2ccccc2)C1=O (stereo unspecified),6,/
Cc1cc(O)c(C(c2cccc(F)c2)N2CCCCC2)c(=O)n1Cc1cccnc1 (stereo unspecified),8,/
CCN(CC)CCSC(=O)C(c1ccccc1)c1ccccc1,-4,/
